Source: PubChem BioAssay (several laboratories)
BCLXL inh – Bcl-xL (human) inhibition; Q07817; GST-Bcl-xL / FITC-Bim BH3 peptide fluorescence polarization; inhibition, % at 10.9 µM; hit rate 0.7% among 320,000; AID 2129;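 active means inhibition above the mean of all tested compounds plus 3 SD, cutoff set per campaign, cut at about 30% in these data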;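 further: 0% = DMSO wells and 100% = unlabeled Bim-BH3 peptide competitor; inhibitors lower millipolarization by displacing the labeled peptide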
Target sequence (Q07817 whole entry, looked up): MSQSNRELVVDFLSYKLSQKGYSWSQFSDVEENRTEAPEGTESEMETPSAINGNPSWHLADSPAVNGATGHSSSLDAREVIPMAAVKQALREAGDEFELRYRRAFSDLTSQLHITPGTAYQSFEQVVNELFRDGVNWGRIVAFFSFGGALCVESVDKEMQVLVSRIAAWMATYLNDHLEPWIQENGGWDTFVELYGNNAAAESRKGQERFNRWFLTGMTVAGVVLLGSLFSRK
PME-1 inh – blocks human protein phosphatase methylesterase 1; Q9Y570; inhibition, % at 5.9 µM; recombinant PME-1, FP-Rh probe fluorescence polarization; hit rate 0.53% among 320,000;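 active means inhibition above the campaign mean of all compounds plus 3 SD, cut at about 26% in these data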;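 further: competitive labeling of PME-1 active site by serine hydrolase directed probe; 0% = PME-1 with DMSO and 100% = wells lacking PME-1 enzyme; inhibitors block probe labeling so polarization falls and inhibition rises; many of its hits are not listed in these tables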
TPT1 inhibitor – inhibitors of Candida albicans tRNA 2'-phosphotransferase TPT1; recombinant caTPT1, FP RNA substrate dephosphorylation; inhibition, % at 5 µM; hit rate 0.81% among 300,000; AID 1962;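 active means inhibition above the mean of all tested compounds plus 3 SD, set per screening campaign, cut at about 24% in these data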;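 further: plate controls were DMSO alone for no effect and ferristatin control at 100 nM for full effect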
Fam108B counter – Fam108B inhibition, counter-screen for RBBP9 inhibitors; recombinant Fam108B, FP-Rh probe fluorescence polarization; inhibition, % at 9.51 µM; hit rate 0.33% among 300,000;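 active means inhibition above the screen mean inhibition plus 3 SD, computed separately per campaign, cut at about 18% in these data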;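 further: inhibitors lower polarization as less probe binds the enzyme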
GSTO1 counter – blocks human GSTO1 in RBBP9 counter-screen; inhibition, % at 5.96 µM; hit rate 1.1% among 300,000; P78417; recombinant GSTO1, activity-based probe fluorescence polarization;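 active means inhibition above the campaign mean inhibition plus 3 SD, cut at about 35% in these data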;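 further: 0% = GSTO1-1 with DMSO and 100% = wells lacking GSTO1-1 enzyme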
Target sequence (P78417 whole entry, looked up): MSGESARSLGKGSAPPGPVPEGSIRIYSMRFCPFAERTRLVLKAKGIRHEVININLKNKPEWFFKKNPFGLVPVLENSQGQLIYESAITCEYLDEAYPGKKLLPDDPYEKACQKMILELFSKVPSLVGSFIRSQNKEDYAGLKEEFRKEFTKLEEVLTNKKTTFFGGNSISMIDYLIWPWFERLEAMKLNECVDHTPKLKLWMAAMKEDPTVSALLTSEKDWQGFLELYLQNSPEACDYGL
PAD4 inh – PAD4 (human) enzyme inhibition; Q9UM07; recombinant PAD4, RCA probe fluorescence polarization; inhibition, % at 6.36 µM; hit rate 0.41% among 330,000;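 active means percent inhibition above a cutoff equal to the mean of all tested compounds plus 3 SD, cut at about 15% in these data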;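 further: 0% = PAD4 with RCA probe and DMSO and 100% = probe without PAD4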
MCL1-BIM inh – disrupts human MCL1 binding to BIM-BH3 peptide; inhibition, % at 10.9 µM; Q07820; GST-MCL1 / FITC-Bim-BH3 fluorescence polarization; hit rate 0.68% among 320,000;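 active means inhibition above the mean inhibition of all tested compounds plus 3 SD, set per campaign, cut at about 40% in these data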;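 further: 0% = DMSO wells and 100% = unlabeled Bim-BH3 peptide control; higher means more loss of mP so more displacement of Bim peptide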
MEX-5 binding – C. elegans MEX-5 TCR-2 RNA binding activity; hit rate 0.38% among 300,000; MEX-5/FITC-TCR2 RNA binding, fluorescence polarization; hits give low values; activity score (negative = inhibition of binding), % at 10 µM; Q9XUB2; AID 1832;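 active means inhibition past about -25% in most replicates, and total fluorescence under double the plate's negative control median, limit read from the data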;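 further: 0% = DMSO and -100% = 5 µM competing unlabeled TCR2 RNA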
GLD-1 TGE inh – GLD-1-TGE RNA interaction inhibition (C. elegans); hit rate 0.44% among 320,000; purified GLD-1 + fluorescein TGE RNA, fluorescence polarization; Q17339; inhibition, % at 5.96 µM;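 active means percent inhibition above a per-plate cutoff, the plate mean of test compounds plus 3 SD, cut at about 30% in these data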;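 further: 0% = DMSO wells with GLD-1 and probe and 100% = wells lacking GLD-1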
Target sequence (Q17339 whole entry, looked up): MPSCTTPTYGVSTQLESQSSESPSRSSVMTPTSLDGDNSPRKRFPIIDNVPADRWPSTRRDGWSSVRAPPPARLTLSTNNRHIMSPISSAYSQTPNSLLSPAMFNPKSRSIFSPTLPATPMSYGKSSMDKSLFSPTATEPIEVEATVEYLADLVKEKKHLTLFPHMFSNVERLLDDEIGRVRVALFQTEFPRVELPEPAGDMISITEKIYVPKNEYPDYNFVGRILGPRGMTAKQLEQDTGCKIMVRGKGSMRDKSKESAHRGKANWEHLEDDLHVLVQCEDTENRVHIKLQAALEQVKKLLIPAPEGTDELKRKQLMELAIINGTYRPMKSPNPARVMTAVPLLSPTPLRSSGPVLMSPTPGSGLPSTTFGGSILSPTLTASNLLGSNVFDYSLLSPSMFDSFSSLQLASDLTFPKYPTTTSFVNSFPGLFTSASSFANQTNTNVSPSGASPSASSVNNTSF
Active calls of the source: *; x = no result given.

SMILES	BCLXL inh	PME-1 inh	TPT1 inhibitor	Fam108B counter	GSTO1 counter	PAD4 inh	MCL1-BIM inh	MEX-5 binding	GLD-1 TGE inh
CSc1ncccc1C(=O)Nc1nnc(C2CC2)s1	5	-1	-3	2	4	0	1	2.1	4
CCCC(=O)Nc1cc(C)c(NC(=O)c2ccncc2)cn1	4	-5	4	-1	-9	0	-1	1.6	2
CCC(=O)NC(Nc1sc2c(c1C(=O)OC)CCC2)C(Cl)(Cl)Cl (stereo not drawn)	3	1	1	6	6	4	3	2.1	-2
Cc1ccc(C(=O)Nc2cccc3[nH]c(C(F)(F)F)nc23)cc1	9	-9	1	2	-7	3	9	2.0	2
O=C(Nc1cc(C(F)(F)F)ccc1-n1cncn1)c1ccc(-c2ccccc2)cc1	3	-4	-2	-5	-1	0	-5	0.7	-7
COc1cc(/C=C/C(=O)OCC(=O)NC2CC2)cc(S(=O)(=O)N2CCc3ccccc32)c1OC	1	1	-5	-3	-4	-1	-3	-3.1	-2
O=C1c2ccc3c4c(ccc(c24)C(=O)N1NC(=O)C(F)(F)F)CC3	11	1	5	5	0	-4	8	-1.8	7
O=C(NCCCn1ccnc1)Nc1cccc(Cl)c1	3	0	-2	-3	5	4	2	2.3	0
COc1ccc(/C=C2\Oc3cc(OCC(=O)N4CC(O)C[C@H]4C(=O)O)ccc3C2=O)cc1OC (stereo partly drawn)	0	-1	12	-3	-11	3	-12	-1.2	-18
O=C(COC(=O)c1sc2ccccc2c1Cl)NC1CCCCC1	1	-2	-4	-1	-1	9	-12	-0.1	-3
Cc1cc(=O)oc2cc(OCC(=O)N3CC[C@@]4(O)CCCC[C@H]4C3)c(Cl)cc12	4	5	-3	4	-6	0	8	1.1	1
CC(C)Cc1cc(C(=O)Nc2cccnc2)no1	-2	-6	0	-1	8	-3	-3	1.1	3
COc1cc(/C=N/Nc2ccc(S(N)(=O)=O)cc2)cc(OC)c1OC	10	-1	-1	1	-2	1	3	1.4	5
O=C(CSc1nc(=O)n(CCN2CCOCC2)c2c1CCCC2)Nc1ccc(F)cc1F	5	-5	-4	4	3	-2	8	-2.1	8
COC(=O)c1sccc1NC(=O)c1ccccc1[N+](=O)[O-]	6	1	-4	7	6	1	9	1.1	2
CC(C(=O)N1CCc2ccccc21)N1CCN(c2ccccn2)CC1 (stereo not drawn)	2	-5	0	-2	0	-4	-1	-0.6	4
CCOC(=O)Cc1cc(=O)n2[nH]c(C)c(-c3ccccc3OC)c2n1	-1	3	4	-1	5	-7	6	0.5	4
CN1C(=O)C(=O)/C(=C(/O)c2ccc(Br)cc2)C1c1ccccc1F (stereo not drawn)	4	0	-1	7	-2	-4	5	5.3	0
O=S(=O)(Nc1ccc(-n2cnnn2)cc1)c1ccc(Cl)cc1	3	2	x	x	x	5	4	x	2
Clc1ccc(N2CCN(/N=C/c3ccncc3)CC2)cc1	1	0	-2	-1	5	-1	-6	1.5	10
COc1ccc(OC)c(S(=O)(=O)NCCCn2ccnc2)c1	5	0	2	2	0	2	8	0.5	10
CCc1cccc(NC(=S)N(CCN(C)C)C2CCN(C(C)C)CC2)c1	6	-4	-5	1	3	0	7	0.7	-2
O=C(O)C(F)=C1c2ccccc2-c2ccccc21	3	3	3	3	-2	-1	1	0.5	-1
COC(=O)[C@]1(C)N[C@H](c2ccc(-c3ccccc3)cc2)[C@@H]2C(=O)N(C)C(=O)[C@@H]21	8	-1	-3	1	1	-5	8	1.6	6
CCOC(=O)Cc1csc(NC(=O)COc2ccc(C)cc2)n1	3	-6	-2	-2	2	0	-5	2.2	3
CCCCCCCCSc1n[nH]c(N)n1	-5	1	0	2	9	-1	-20	5.4	-3
COc1cc2c(cc1OC)-c1cc3ccc(OC)c(OC)c3c[n+]1CC2	5	-2	1	3	-1	-8	5	x	-51
CC(C)CN(C(=O)COC(=O)Cc1n[nH]c(=O)c2ccccc12)C1CCS(=O)(=O)C1 (stereo not drawn)	0	-6	0	2	-4	-1	0	0.1	4
CCOC(=O)c1c(C)[nH]c(C)c1C(=O)CSc1nnnn1-c1ccccc1	-1	1	-3	-3	-4	0	-4	-1.4	7
CNc1nc(-c2ccc3c(c2)CCN3C(=O)c2ccccc2C)cs1	6	8	-2	4	3	1	4	3.1	3
CCc1nnc(NC(=O)c2cccs2)s1	1	1	-1	4	-4	0	-4	0.1	3
CCc1ccc(OCc2ccc(C(=O)O)o2)cc1	7	-4	-4	0	10	4	7	0.4	5
CCOC(=O)c1c(/N=C/C2=C(O)CCCC2=O)sc(C)c1C	6	0	-1	-5	4	-4	3	0.5	6
Cc1ccc2nc(SCC(=O)Nc3cc([N+](=O)[O-])ccc3F)[nH]c2c1	-7	5	1	5	0	-2	-1	1.7	-4
CCOC(=O)C1CCCN(S(=O)(=O)c2ccc(Cl)nc2)C1 (stereo not drawn)	4	-4	-2	-1	6	-1	-10	-1.2	0
CCC1Oc2ccccc2C(=O)N(CC(=O)c2ccc3c(c2)OCCO3)C1=O (stereo not drawn)	2	-1	-3	-2	6	-1	0	-0.3	-3
O=C(/C(C=Nc1cc2c(oc1=O)CCCC2=O)=C(\O)c1ccccc1)c1ccccc1	13	-4	-2	3	20	3	9	-1.3	4
CC(Oc1ccc(Cl)cc1Cl)C(=O)OCn1nnc2ccccc2c1=O (stereo not drawn)	2	4	-3	2	0	1	1	1.3	-2
COc1ccc(NC(=O)C2CCC(CNS(=O)(=O)c3cccs3)CC2)cc1 (stereo not drawn)	5	-5	2	1	-2	-4	6	-5.2	0
CCCCOC(=O)c1ccc(NC(=O)C(=O)NCc2ccccn2)cc1	5	1	0	-1	-2	-2	11	0.8	7
CCN(CCO)Cc1csc2cc(C)ccc12	0	-5	-3	0	0	-6	-4	-2.0	-4
CCCCC(=O)NC1=C(C(=O)OC)SCC1	0	0	1	1	-3	6	-2	2.2	7
O=C(COC(=O)c1ccc(O)cc1)Nc1ccccc1-c1ccccc1	-8	-12	-4	-4	-6	-7	-13	0.1	0
Cc1ccc(-c2cc(Cc3ccccc3)c(=O)[nH]n2)cc1	2	5	-4	-2	-6	1	0	0.5	0
COc1cccc(OCc2cc(/C=N/Nc3ccc(C(=O)O)cc3)ccc2OC)c1	1	10	5	14	8	-1	-12	0.6	7
CCC(C)(C)NC(=O)CN(C(=O)c1csnn1)c1cccc2c1CCCC2	1	4	-1	1	4	1	-1	-2.9	-1
CCOC(=O)N1CCN(C(=O)CSC2=NS(=O)(=O)c3cc(F)ccc3N2)CC1	9	1	-3	-1	14	-5	8	-4.2	5
O=C(Nc1cc(Cl)ccc1-n1cncn1)c1ccc(F)c(S(=O)(=O)N2CCOCC2)c1	1	-7	-1	-3	4	0	-6	1.6	7
N#Cc1c(-c2ccccc2)nc(SCc2ccc(Cl)cc2)[nH]c1=O	2	-7	-1	-3	-16	-6	1	0.8	0
CC(=O)Nc1cccc(NC(=O)CCn2cnc3cc(C)c(C)cc32)c1	4	-5	0	-1	4	-2	3	4.5	9
Cc1ccc(CSc2nc3ccncc3n2CC(=O)Nc2cc(C)cc(C)c2)cc1	7	1	-5	-8	2	-2	3	-0.5	7
CCc1nc(N2CCOCC2)c(C#N)c2c1COC(C)(C)C2	0	1	-1	-2	4	-7	-1	0.5	3
O=C(NC12CC3CC(CC(C3)C1)C2)C1CCCN1C(=O)NC1CCCCC1 (stereo not drawn)	7	1	0	-1	10	-4	8	1.7	4
COc1ccccc1/C=C(\NC(=O)c1ccc(OC)c(OC)c1)C(=O)Nc1cccc([N+](=O)[O-])c1	-1	-5	0	0	-2	1	1	-1.9	-2
Cc1ccnc(N2C(=O)c3ccccc3C2Nc2cccc(C)c2C)c1 (stereo not drawn)	0	2	2	4	0	-2	-6	0.3	4
Cc1cccc(OCC(=O)Nc2ccc3oc(=O)ccc3c2)c1C	4	-13	-2	-1	2	4	2	0.1	-1
Cn1c(=O)cc(N2CCc3ccccc32)[nH]c1=O	1	-7	-1	0	1	-9	-4	0.0	-8
Cc1cc2ccccn2c1C(=S)NC(=O)c1ccccc1	-5	-1	12	2	-1	-17	-16	-0.2	-21
COc1ccc(CNC(=O)[C@H](C)NC(=O)N2CCn3c2nc2ccccc23)cc1	8	0	0	0	-2	0	5	3.0	0
Cc1[nH]c2ccccc2c1C(=O)COC(=O)Cn1c(C)nc2ccccc21	4	3	-5	6	-1	-5	3	-0.3	1

Single entries from the list.
Cc1ccc(-c2cc(Cc3ccccc3)c(=O)[nH]n2)cc1 | PME-1 inh: 5
Cc1cccc(OCC(=O)Nc2ccc3oc(=O)ccc3c2)c1C | PME-1 inh: -13

(listing goes on)
SMILES	BCLXL inh	PME-1 inh	TPT1 inhibitor	Fam108B counter	GSTO1 counter	PAD4 inh	MCL1-BIM inh	MEX-5 binding	GLD-1 TGE inh
c1ccc2c(c1)nc(Nc1ccc(N3CCCCC3)cc1)c1nncn12	2	13	0	3	5	-11	-6	0.5	1
CCCCP(=O)(CCCC)CCP(=O)(c1ccccc1)c1ccccc1	4	-2	-5	0	-1	-4	0	-1.0	-5
O=C(N/N=C1/CC(c2ccccc2)Oc2ccccc21)C1CC1 (stereo not drawn)	5	-3	-5	-2	12	1	15	-0.4	1
Cc1ccc([N+](=O)[O-])cc1N(CC(=O)Nc1ccc(S(=O)(=O)Nc2cccc(C(F)(F)F)c2)cc1)S(C)(=O)=O	6	-49	-1	-19	-14	-3	-5	-1.2	-1
Cc1ccc(-n2c(-c3ccncc3)nnc2-c2ccco2)cc1	3	-2	5	3	0	-2	-2	-0.5	-2

Filtered by structure, those above containing a Cl atom.
SMILES	BCLXL inh	PME-1 inh	TPT1 inhibitor	Fam108B counter	GSTO1 counter	PAD4 inh	MCL1-BIM inh	MEX-5 binding	GLD-1 TGE inh
CCC(=O)NC(Nc1sc2c(c1C(=O)OC)CCC2)C(Cl)(Cl)Cl (stereo not drawn)	3	1	1	6	6	4	3	2.1	-2
O=C(NCCCn1ccnc1)Nc1cccc(Cl)c1	3	0	-2	-3	5	4	2	2.3	0
O=C(COC(=O)c1sc2ccccc2c1Cl)NC1CCCCC1	1	-2	-4	-1	-1	9	-12	-0.1	-3
Cc1cc(=O)oc2cc(OCC(=O)N3CC[C@@]4(O)CCCC[C@H]4C3)c(Cl)cc12	4	5	-3	4	-6	0	8	1.1	1
O=S(=O)(Nc1ccc(-n2cnnn2)cc1)c1ccc(Cl)cc1	3	2	x	x	x	5	4	x	2
Clc1ccc(N2CCN(/N=C/c3ccncc3)CC2)cc1	1	0	-2	-1	5	-1	-6	1.5	10
CCOC(=O)C1CCCN(S(=O)(=O)c2ccc(Cl)nc2)C1 (stereo not drawn)	4	-4	-2	-1	6	-1	-10	-1.2	0
CC(Oc1ccc(Cl)cc1Cl)C(=O)OCn1nnc2ccccc2c1=O (stereo not drawn)	2	4	-3	2	0	1	1	1.3	-2
O=C(Nc1cc(Cl)ccc1-n1cncn1)c1ccc(F)c(S(=O)(=O)N2CCOCC2)c1	1	-7	-1	-3	4	0	-6	1.6	7
N#Cc1c(-c2ccccc2)nc(SCc2ccc(Cl)cc2)[nH]c1=O	2	-7	-1	-3	-16	-6	1	0.8	0

Not all compounds are listed; count on the stated rates, not on these rows.
